Pin1 inhibitor: qHTS Assay to Find Inhibitors of Pin1; Peptidyl-prolyl cis-trans isomerase NIMA-interacting 1 (Homo sapiens), Q13526; Pin1 FP peptide displacement, HiFluor488, 10 min; Potency, µM (top dose mostly 115 µM), for the others: at the highest dose activity, negative = inhibition, most hits filed as inhibitors; 390,000 compounds, 0.009% hits; AID 504891, 2011; active means well fitted inhibition curve with a large enough effect in the polarisation, with a control signal flat, not every such curve was filed as active; inconclusive means small, poorly fitted or top-dose-only effect, or effect the other way, or a change in a side signal; inactive means no such curve, though single readings can be large or run the other way; the % refers to the polarisation; further: potency means the concentration at half of the fitted maximal effect; on the % scale 0 is the no-effect control and ±100 the full control effect
Target sequence (Q13526 whole entry, looked up): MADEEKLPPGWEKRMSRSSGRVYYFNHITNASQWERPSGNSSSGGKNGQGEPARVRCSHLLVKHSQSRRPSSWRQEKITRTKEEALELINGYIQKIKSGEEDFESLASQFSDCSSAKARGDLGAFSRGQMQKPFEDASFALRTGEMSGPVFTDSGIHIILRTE
Tb PGK inh: qHTS Assay to Find Inhibitors of Phosphoglycerate Kinase; PGK/GAPDH coupled, Kinase-Glo luminescence, 60 min; Potency, µM (series often up to 57.5 µM), for the others: at the highest dose activity change, negative = inhibition, actives largely listed as inhibitors; 380,000 compounds, 0.043% hits; further: potency means the concentration at half of the fitted maximal effect; on the % scale 0 is the no-effect control and ±100 the full control effect; nearly all actives have a fitted effect of over 60% in size
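Recombinant glycosomal PGK reaction used 1,3-bisphosphoglycerate generated in-well by GAPDH (100nM final) in 100mM TEA pH 7.6, 5mM MgCl2, 0.01% Tween-20. After 60 minutes at room temperature, ATP was read by Kinase-Glo Plus luminescence end-point.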
GLS inhibitor: qHTS for Inhibitors of Glutaminase (GLS) | 410,000 compounds, 0.21% hits | AID 624170, 2012 | GLS enzymatic activity, qHTS titration | Glutaminase kidney isoform, mitochondrial (Homo sapiens), O94925 | Potency, µM (titrated, usually from 45.5 µM), without a hit: at the top dose activity change, negative = inhibition, hits mostly inhibitors; further: potency means the concentration at half of the fitted maximal effect; on the % scale 0 is the no-effect control and ±100 the full control effect
Target sequence (O94925 whole entry, looked up, canonical isoform): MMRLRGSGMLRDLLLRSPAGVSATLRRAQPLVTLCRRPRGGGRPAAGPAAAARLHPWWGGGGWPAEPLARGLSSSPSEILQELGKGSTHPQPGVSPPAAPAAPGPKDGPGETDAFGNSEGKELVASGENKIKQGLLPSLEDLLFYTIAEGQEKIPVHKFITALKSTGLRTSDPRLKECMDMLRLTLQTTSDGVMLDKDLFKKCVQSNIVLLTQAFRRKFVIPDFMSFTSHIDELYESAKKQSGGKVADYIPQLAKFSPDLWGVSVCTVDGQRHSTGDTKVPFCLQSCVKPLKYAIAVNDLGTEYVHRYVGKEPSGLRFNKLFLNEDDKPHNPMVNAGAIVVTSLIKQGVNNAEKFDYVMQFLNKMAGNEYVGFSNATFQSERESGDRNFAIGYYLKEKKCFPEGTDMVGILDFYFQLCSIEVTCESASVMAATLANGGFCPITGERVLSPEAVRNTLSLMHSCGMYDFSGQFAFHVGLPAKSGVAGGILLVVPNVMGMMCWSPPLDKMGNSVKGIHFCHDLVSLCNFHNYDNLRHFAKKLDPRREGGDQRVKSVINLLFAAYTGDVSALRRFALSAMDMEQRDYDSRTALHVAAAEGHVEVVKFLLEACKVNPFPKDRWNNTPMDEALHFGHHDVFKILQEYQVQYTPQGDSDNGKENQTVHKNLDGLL
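Coupled fluorescence readout: glutamate oxidase/HRP/Amplex Red detect glutamate formed by hKGA from L-glutamine (1 mM solution added). Buffer 45 mM KH2PO4 pH 8.2, 0.02% Tween-20; reads at t0 and 30 min RT.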
HP1b chromo inh: HTS for Inhibitors of HP1-beta Chromodomain Interactions with Methylated Histone Tails; Potency, µM (doses to about 114 µM), for the others: top-dose activity change, negative = inhibition, usual class: inhibitors; AlphaScreen HP1-beta / biotin-H3K9me3 peptide binding; 390,000 compounds, 0.56% hits; Chromobox protein homolog 1 (Homo sapiens), P83916; further: potency means the concentration at half of the fitted maximal effect; nearly all actives have a fitted effect of over 70% in size; inactives centre near 23
Target sequence (P83916 whole entry, looked up): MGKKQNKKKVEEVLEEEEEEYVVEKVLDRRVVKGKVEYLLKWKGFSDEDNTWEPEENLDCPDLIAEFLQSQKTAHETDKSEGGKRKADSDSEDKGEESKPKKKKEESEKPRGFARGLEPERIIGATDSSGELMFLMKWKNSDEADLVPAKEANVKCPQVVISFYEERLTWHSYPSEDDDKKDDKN
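HP1-beta protein (50 nM final) preincubated 30 min at room temperature with biotinylated H3(1-18)K9me3 peptide (50 nM) in PBS pH 7.4, 0.01% Tween-20, then compound added for 30 min. AlphaScreen streptavidin donor/nickel chelate acceptor beads (10 ug/mL final), 30 min dark, luminescence read.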
ERG Ets-DNA blk: qHTS for Small Molecule Inhibitors of the ERG Ets/DNA interaction | Transcriptional regulator ERG (Homo sapiens), P11308 | fluorescence polarization, His-ERG Ets domain / labelled DNA | Potency, µM (highest dose often 76.9 µM), inactives show top-dose FP activity, negative = inhibition, actives largely listed as inhibitors | 370,000 compounds, 0.028% hits; active means well fitted inhibition curve with a large enough effect in the polarisation, with a control signal flat; inconclusive means small, poorly fitted or top-dose-only effect, or effect the other way, or a change in a side signal; inactive means no such curve, though single readings can be large or run the other way; the % refers to the polarisation;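 further: polarization taken with two DNA probes labelled with fluorescein and Texas red; potency means the concentration at half of the fitted maximal effect; % of control where 0% means no effect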
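His-tagged ERG Ets domain (1 uM in the protein solution; 300mM KCl, 50mM Tris-HCl, 1mM EDTA, 1mM DTT, pH 7.5) received compound, then a probe mix of 5 nM fluorescein-DNA and 100nM Texas-615-DNA. Fluorescence polarization was read for both dyes.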
PI4K2A inh: qHTS for small molecular inhibitors of PI4K2A. Phosphatidylinositol 4-kinase type 2-alpha (Homo sapiens), Q9BTU6. purified PI4K2A, ADP-Glo luminescence, 1 h; stronger effect = lower value. activity change, negative = inhibition, % at 76.9 µM. 420,000 compounds, 0.13% hits. AID 1346378, 2018; in the data active means activity change below about -50%; inconclusive means mostly about -30% to -49%;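 further: -100% = wells without enzyme as full effect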
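Compounds are screened against recombinant PI4K2A using PI as substrate and ATP, the latter dispensed at 300 microM. Reactions run one hour at ambient temperature before ADP-Glo detection; full inhibition defined by wells lacking enzyme.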
JMJD2A Tudor: qHTS Assay for Inhibitors of JMJD2A-Tudor Domain | Lysine-specific demethylase 4A (Homo sapiens), O75164 | AlphaScreen JMJD2A-Tudor / H3K4me3 peptide binding | Potency, µM (titrated, usually from 114 µM), for inactives: at the highest dose activity change, negative = inhibition, most hits filed as inhibitors | 390,000 compounds, 4.4% hits | AID 504339, 2011; further: potency means the concentration at half of the fitted maximal effect; on the % scale 0 is the no-effect control and ±100 the full control effect; nearly all actives have a fitted effect of over 50% in size
G9a block: qHTS Assay for Inhibitors of Histone Lysine Methyltransferase G9a; Potency, µM (titrated, usually from 102 µM), inactives show at the top dose activity, negative = inhibition, hits mostly inhibitors; G9a H3K9 monomethylation, AlphaScreen, 2 h; Histone-lysine N-methyltransferase EHMT2 (Homo sapiens), Q96KQ7; AID 504332, 2011; 350,000 compounds, 8.8% hits; further: potency means the concentration at half of the fitted maximal effect; on the % scale 0 is the no-effect control and ±100 the full control effect; nearly all actives have a fitted effect of over 75% in size
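G9a (20 nM) preincubated 15 min RT with compounds, then 500 nM biotinylated H3K9 peptide and 20 uM SAM added; 2 h RT reaction. Monomethyl-H3K9 product detected by AlphaScreen with anti-H3K9me1 antibody, streptavidin donor and anti-rabbit IgG acceptor beads.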
BAZ2B inh: qHTS Assay for Inhibitors of BAZ2B; Potency, µM (top dose mostly 114 µM), for the others: at the top dose activity change, negative = inhibition, hits mostly inhibitors; AID 504333, 2011; AlphaScreen BAZ2B-H3K14Ac peptide displacement; Bromodomain adjacent to zinc finger domain protein 2B (Homo sapiens), Q9UIF8; 360,000 compounds, 4.4% hits; further: potency means the concentration at half of the fitted maximal effect; on the % scale 0 is the no-effect control and ±100 the full control effect; nearly all actives have a fitted effect of over 60% in size
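Inhibition is scored as reduced AlphaScreen emission. The BAZ2B/b-H3(5-23)K14Ac complex (50 nM each) in PBS pH 7.4, 0.01% Tween-20 meets compound (up to 110 uM) for 30 min at RT before bead addition.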
An asterisk follows results filed as active; i = inactive; u = inconclusive; x = no result given; & = joins results of further samples; [ ] = dose if it differs, or a comment. Unless noted, the call rests on the fitted dose curve; in most records, active means well fitted curve in the direction sought with a large enough effect; inconclusive means small, poorly fitted or top-dose-only effect, or another doubt; inactive means no such curve, though single readings can be large; an effect the other way counts as inactive or inconclusive. Compounds were not picked by outcome. About 11% of those tested had a hit in this group.

compound	Pin1 inhibitor	Tb PGK inh	GLS inhibitor	HP1b chromo inh	ERG Ets-DNA blk	PI4K2A inh	JMJD2A Tudor	G9a block	BAZ2B inh
CCS(=O)(=O)NCCc1csc(-c2ccc(OC)c(OC)c2)n1	3%	i	-3%	35%	15%	-9	-3%	x	9%
Nc1c(Cl)ncnc1N/N=C/c1ccccn1	-19%	-1%	15%	-19%	2%	-6	28µM*	u	5.6µM*
O=C1c2cc([N+](=O)[O-])ccc2-c2ncccc21	4%	-10%	2%	4%	-4%	-4	-25%	x	-23%
O=C(NNC(=O)c1ccc(=O)[nH]c1)c1ccc(NS(=O)(=O)c2cccs2)cc1	-4%	i	1%	28%	-13%	6	-5%	9%[59 µM]	9%
CNC(=S)NNC(=O)Cc1ccc(O)cc1	-3%	1%	30%	40%[activator]	-4%	-1	-5%	1%[59 µM]	-7%
Cc1cc(C)c2c(=O)n(CC(=O)Nc3ccc(Cl)cc3)sc2n1	0%	2%	u	7.9µM*	-3%	-2	1.1µM*	0.089µM*	40µM*
CCN(CC)C(=O)Cn1cc(SCC(=O)Nc2cccc(C)c2)c2ccccc21	0%	0%	6%	30%	-3%	1	-6%	-12%[59 µM]	-10%
CCOc1ccc(NS(=O)(=O)c2ccc3ncsc3c2)cc1	-2%	-2%	12%	15%	-11%	0	-3%	x	-27%
Nc1nc(Cl)nc2c1ncn2[C@@H]1O[C@H](CO)[C@@H](O)[C@H]1O	-1%	-1%	-6%	25%	-8%	1&-1	-8%	12%&14%&39%[59 µM]	9%
CN(C)c1ccc(-c2nn3c(-c4ccc(Cl)cc4)nnc3s2)cc1	-9%	-2%	5%	56%[activator]	-4%	-5	-22%	-34%	14%
Cc1cccc(Nc2nc(-c3cccs3)cs2)n1	0%	0%	24%	-22%	7%	-16	-23%	8.9µM*	-32%
Cc1ccc(S(=O)(=O)N(C)CC(=O)Oc2ccc(-c3nnco3)cc2)cc1	7%	i	-4%	41%[activator]	16%	39	-10%	u	2%
CCN(Cc1ccccc1)S(=O)(=O)c1ccc(S(=O)(=O)N(Cc2ccccn2)Cc2ccco2)cc1	4%	-9%	-2%	9%	-13%	3	-7%	4%[59 µM]	-1%
C/C(=N\NC(=O)c1c(Cl)cnn1C)c1cccc(NC(=O)c2ccc(C)cc2)c1	1%	-7%	2%	45%[activator]	-7%	-5	-5%	13%	-13%
Cc1ccc(/C=N/Nc2ccc3ccccc3n2)o1	1%	-4%	-6%	-24%	-16%	-8	u	-46%	u
CCCCNC(=O)COC(=O)c1ccc(Cl)c(S(=O)(=O)N2CCCC2)c1	-9%	-8%	0%	10%	13%	-2	-10%	-35%	u
Cc1c(F)cccc1NS(=O)(=O)c1cccs1	-13%	9%	14%	40%[activator]	-8%	0	-11%	-1%[59 µM]	6%
Cc1cccc(N(C(=O)Cn2nnc3ccccc32)C(C(=O)NC(C)(C)C)c2ccsc2)c1 (centres undefined)	3%	2%	4%	24%	x	1	-6%	4%[59 µM]	11%
CC1CCN(c2ccc(NC(=O)c3cccc(Cl)c3)cc2C(=O)O)CC1	-6%	u	-13%	-2%	-3%	-4	u	5%[59 µM]	u
O=S(=O)(c1ccccc1)N1CCN(Cc2cccc(Br)c2)CC1	1%	-2%	-6%	u	-2%	-3	28µM*	x	x
CCOc1ccc(CCNC(=O)C2CCCN(c3nnc(-n4cccc4)s3)C2)cc1OCC (centres undefined)	u	2%	5%	25%	-4%	4	-16%	29%[12.7 µM]	-1%
COc1ccc(-n2nnnc2SCC(=O)Nc2ccc3c(c2)OCCO3)cc1OC	25%	-10%	13%	12%	x	10	-10%	13%[12.7 µM]	-1%
Cc1noc(C)c1CCC(=O)NC1CCCN(Cc2ccc(Cl)cc2)C1 (centres undefined)	-1%	-3%	12%	26%	-4%	0	-6%	x	-6%
CSc1ccccc1-n1nnnc1SCC(=O)NCc1cccs1	-2%	-7%	-1%	40%	1%	-4	-18%	-2%[59 µM]	2%
COc1ccc(/C=N/NC(=O)c2ccc(COc3ccccc3Cl)o2)c(OC)c1C	-5%	-2%	3%	15%	5%	-8	-6%	-10%[59 µM]	6%

Further records follow.
compound	Pin1 inhibitor	Tb PGK inh	GLS inhibitor	HP1b chromo inh	ERG Ets-DNA blk	PI4K2A inh	JMJD2A Tudor	G9a block	BAZ2B inh
O=C(Cn1cc(S(=O)(=O)Cc2ccccc2Cl)c2ccccc21)Nc1cccc(C(F)(F)F)c1	13%	i	-7%	4%	-7%	-4	-24%	1%[59 µM]	-1%
C(=N\n1cncn1)/c1ccc(N2CCOCC2)cc1	u	-3%	12%	20%	1%	-4	-7%	-43%	-3%
COc1ccccc1CCNC(=O)C(=O)NCC(c1cccs1)S(=O)(=O)c1ccccc1 (centres undefined)	16%	u	2%	6%[57 µM]	-5%	0	-22%	-13%[59 µM]	-11%
CNC(=O)CSc1nc2cc(S(=O)(=O)Nc3ccccc3OC)ccc2o1	1%	-7%	8%	42%[activator]	14%	10	-11%	-14%	-3%
Cc1cc(C(=O)Nc2ccc3c(c2)OCCO3)c2ccccc2n1	2%	8%	6%	4%	3%	3	-9%	-2%	10%
C/C(=N\NC(=O)c1ccccc1F)c1ccc2c(c1)Nc1ccccc1S2	u	-1%	7%	17%	5%	-4	-19%	u	-1%
Cc1ccc2c(c1)C(c1ccccc1)N(C(=O)c1ccc3c(c1)OCO3)CC(=O)N2 (centres undefined)	1%	-9%	-10%	49%	-3%	-2	-18%	-3%	-3%
CC1CCC(N2CC(=O)N(C3CCCC3)C(c3ccc(Cl)cc3)C2=O)CC1 (centres undefined)	-3%	-2%	1%	-4%	2%	-10	-8%	0%[59 µM]	-1%
O=Nc1c(-c2c(O)[nH]c3cc(Br)ccc23)[nH]c2ccccc12	11%	-6%	3%	4µM*	91%[activator]	-17&-9	3.2µM*	8.4µM*	4µM*
CCCn1c(=N)n(CC(=O)c2ccco2)c2ccccc21	-3%	-3%	24%	26%	-21%	-1	-6%	x	-36%
Cc1ccc(NC(=O)Cn2nnc3ccccc32)cc1	5%	-8%	7%	28%	-5%	0	-15%	u	-15%
Cc1c(-n2c(SCC(N)=O)nc3ccccc3c2=O)c(=O)n(-c2ccccc2)n1C	-1%	0%	-6%	3%	-5%	0	6%	24%	2%
CC(=O)Nc1ccc(Nc2nc3c(S(=O)(=O)c4cccc(Cl)c4)nnn3c3ccsc23)cc1	-3%	10%	13%	20%	-2%	-1	u	-1%[59 µM]	-20%
COc1cccc(CC(=O)Nc2nc(-c3ccc(OC)c(OC)c3)cs2)c1	6%	i	9%	-20%	3%	1	-26%	-7%	-2%
COc1ccc(NC(=O)CSCC(=O)N(C)CCOc2ccc(Cl)cc2)cc1	-3%	8%	-3%	27%	11%	-2	-6%	3%[0.501 µM]	7%
Cc1ccccc1-c1nnc(SCC(=O)N(CC(C)C)c2c(N)n(CC(C)C)c(=O)[nH]c2=O)n1C	-4%	-5%	-3%	24%	5%	7	15%	50µM*	-7%
Cc1ccc2c(c1)NC(C(C)(C)C)CO2 (centres undefined)	1%	i	15%	-7%	-13%	11	-24%	13%[59 µM]	-11%
Cc1ccc(Cl)c(NC(=O)CCl)c1Cl	u	-5%	0%	46%[activator]	-7%	1	-3%	u	0%
COc1ccc(C2C(C(=O)Nc3cccc(OC)c3)c3ccccc3C(=O)N2C)cc1 (centres undefined)	0%	-7%	-7%	-4%	6%	3	-11%	3%	-12%
Cc1ccc(SCCC(=O)NC(C)C)cc1	4%	7%	-4%	38%	8%	-3	5%	6%[59 µM]	2%
O=C(Cn1cnc2c(oc3ccccc32)c1=O)Nc1ccc(OC(F)(F)F)cc1	-3%	-4%	-4%	43%[activator]	-5%	1	2%	5%[59 µM]	-1%
CCOc1ccc(-c2nc(CSCC(=O)NCC3CCCO3)c(C)o2)cc1 (centres undefined)	-9%	-3%	1%	35%	-4%	-14	-11%	19%[59 µM]	-25%

From PubChem BioAssay
